High-throughput results as filed in PubChem BioAssay.
Efflux pump inh: inhibitors of Candida efflux pumps in yeast, primary screen, S. cerevisiae, Nile Red, multiplex | S. cerevisiae Candida pump triplex | inhibition, % at 10 µM | 330,000 tested, 0.44% active;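 active means plate passing quality check with inhibition over a set limit, or well fluorescence over plate mean plus 4 SD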;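 further: Nile Red retained in pooled yeast measured as flow cytometry median fluorescence; 0% = buffer negative control and 100% = Enniatin B positive control; higher means more Nile Red kept so more efflux inhibition; some compounds called inactive have numbers as strong as hits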
RPL19A-GFP yeast: RPL19A-GFP expression modulators in yeast, primary screen, cell-based, S. cerevisiae, multiplex flow cytometry, MLPCN; S. cerevisiae RPL19A-GFP strain, 3 h; stronger effect = lower value; percent response vs DMSO, % at 10 µM; 330,000 tested, 0.3% active; AID 2025, 2009;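 active means percent response vs DMSO below 50%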;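 further: median channel GFP fluorescence of the barcoded RPL19A-GFP strain; ratio of sample median GFP to plate DMSO average so 100% = DMSO; lower means less RPL19A-GFP as with rapamycin TOR inhibition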
LAP4 TOR yeast: modulators of LAP4-GFP expression in yeast, primary screen, S. cerevisiae, multiplex flow cytometry, MLPCN library; 320,000 tested, 0.34% active; 3 h; median GFP as percent of DMSO wells; AID 2023, 2009; GFP response vs DMSO, % at 10 µM;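 active means GFP response vs DMSO above a set limit, about the screen mean plus 3 SD, cut at about 150% in these data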
AHR activator: AHR activators, primary screen, cell-based, luminescence, luciferase reporter, human | 320,000 tested, 2.5% active | Aryl hydrocarbon receptor (Homo sapiens), P35869 | activation, % at 5 µM | AHR-responsive luciferase reporter cells | AID 2796, 2010; in the data active means activation above about 47%;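 further: 0% = vehicle wells and 100% = reference agonist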
Target sequence (P35869 whole entry, looked up): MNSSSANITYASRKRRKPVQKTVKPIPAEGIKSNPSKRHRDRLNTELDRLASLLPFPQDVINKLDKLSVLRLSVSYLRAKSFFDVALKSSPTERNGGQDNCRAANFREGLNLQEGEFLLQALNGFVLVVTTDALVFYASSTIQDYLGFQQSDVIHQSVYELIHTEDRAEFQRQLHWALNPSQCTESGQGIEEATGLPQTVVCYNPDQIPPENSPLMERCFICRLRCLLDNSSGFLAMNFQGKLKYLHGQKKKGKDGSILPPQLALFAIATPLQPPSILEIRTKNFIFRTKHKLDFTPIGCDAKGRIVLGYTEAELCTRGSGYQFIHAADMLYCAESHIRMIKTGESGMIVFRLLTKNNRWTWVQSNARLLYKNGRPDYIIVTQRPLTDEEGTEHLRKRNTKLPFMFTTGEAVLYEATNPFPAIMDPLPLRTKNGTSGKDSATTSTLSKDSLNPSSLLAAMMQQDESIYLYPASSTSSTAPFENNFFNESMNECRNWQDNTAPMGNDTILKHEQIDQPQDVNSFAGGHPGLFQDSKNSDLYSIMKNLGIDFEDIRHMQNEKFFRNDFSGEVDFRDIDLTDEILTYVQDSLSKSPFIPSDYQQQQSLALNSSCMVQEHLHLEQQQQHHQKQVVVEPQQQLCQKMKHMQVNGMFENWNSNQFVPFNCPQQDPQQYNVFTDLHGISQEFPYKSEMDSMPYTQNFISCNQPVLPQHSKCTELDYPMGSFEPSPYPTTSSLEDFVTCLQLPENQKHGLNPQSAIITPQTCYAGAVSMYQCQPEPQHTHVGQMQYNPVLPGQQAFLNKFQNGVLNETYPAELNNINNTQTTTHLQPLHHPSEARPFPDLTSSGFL
CIT2-GFP yeast: modulators of CIT2-GFP expression in yeast, primary screen, S. cerevisiae, GFP fusion, multiplex flow cytometry, MLPCN library. S. cerevisiae CIT2-GFP strain, 3 h; 100 means same as DMSO wells. GFP response vs DMSO, % at 10 µM. 320,000 tested, 0.065% active. AID 2029, 2009;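 active means GFP response relative to DMSO above a set limit, near the screen mean plus 3 SD, cut at about 150% in these data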;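 further: ratio of well median GFP fluorescence to mean of DMSO wells on the plate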
MEP2 TOR yeast: modulators of MEP2-GFP levels in yeast, primary screen, S. cerevisiae, multiplex flow cytometry, MLPCN library. GFP response vs DMSO, % at 10 µM. 330,000 tested, 0.51% active. AID 2016, 2009. S. cerevisiae MEP2-GFP strain, 3 h; 100% = DMSO control level;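 active means GFP response versus DMSO above a set limit, roughly screen mean plus 3 SD, cut at about 180% in these data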;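 further: median GFP fluorescence of the barcode-gated MEP2-GFP cells per well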
AGP1 TOR yeast: modulators of AGP1-GFP expression in yeast TOR pathway, primary screen, cell-based, multiplex flow cytometry, S. cerevisiae, MLPCN library; 3 h; GFP as percent of DMSO wells; GFP response vs DMSO, % at 10 µM; 320,000 tested, 0.02% active; AID 2066, 2009;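 active means GFP response relative to DMSO above a set limit, near screen average plus 3 SD, cut at about 150% in these data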;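 further: median GFP channel fluorescence of the gated AGP1 strain per well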
CR mimetic SO: reduction of superoxide in aged yeast, primary screen, HTS | 330,000 tested, 0.18% active | superoxide response (% of plate mean), % at 10 µM | S. cerevisiae aged cells, superoxide DHE fluorescence; stronger effect = lower value;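 active means superoxide response under a set limit, about three screen SD below normal, cut at about 65% in these data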;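 further: yeast aged for seven days with compound at 30 °C before DHE staining; 100% = average MFI of all compound-treated wells on the plate with controls excluded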
* marks the source's active call; other numbers are inactive results; . = not tested or not shown.

Molecule	CIT2-GFP yeast	Efflux pump inh	RPL19A-GFP yeast	AGP1 TOR yeast	CR mimetic SO	AHR activator	LAP4 TOR yeast	MEP2 TOR yeast
CCSc1nc2ccccc2n1CC(=O)N1CCCCC1	97	-0.2	99	97	139	0	97	100
NC(=O)[C@@H]1CC2(CC(c3cccc(NC(=O)[C@H]4CCC(=O)N4)c3)=NO2)CN1C(=O)c1ccc(Cl)cc1 (some centres not stated)	107	-0.1	99	103	99	-1	94	107
CCN1C=C(Cc2ccc(OC)cc2)C2=C(C1)C(c1ccc(OC)cc1)C(C#N)=C(N)O2 (configuration not stated)	102	0.2	102	109	109	8	102	105
CCOC(=O)COn1c(-c2cccc(Cl)c2)nc2ccc([N+](=O)[O-])cc21	108	0.2	100	98	116	16	107	111
O=C1C=C(Nc2cccc(Cl)c2)CC(c2ccco2)C1 (configuration not stated)	101	0.1	98	99	105	2	98	106
COc1cc2nc(NC(=O)c3ccc(Cl)cc3)[nH]c(=O)c2cc1OC	99	-0.2	99	98	147	6	93	100
CCCC[n+]1c(-c2ccc(Cl)cc2Cl)csc1Nc1ccccc1	101	-3.6	104	102	105	3	97	99
CCOc1ccc2oc(C(=O)N(CC)CC(=O)Nc3ccc(NC(C)=O)cc3)c(C)c2c1	99	0.6	100	103	152	4	110	96

Single entries from the entries so far:
CCSc1nc2ccccc2n1CC(=O)N1CCCCC1 in RPL19A-GFP yeast = 99
COc1cc2nc(NC(=O)c3ccc(Cl)cc3)[nH]c(=O)c2cc1OC in RPL19A-GFP yeast = 99

Later entries:
Molecule	CIT2-GFP yeast	Efflux pump inh	RPL19A-GFP yeast	AGP1 TOR yeast	CR mimetic SO	AHR activator	LAP4 TOR yeast	MEP2 TOR yeast
CC(=O)Nc1ccc(Nc2ncc([N+](=O)[O-])c(Nc3ccc(NC(C)=O)cc3)n2)cc1	96	0.0	99	96	96	6	94	101
O=C(NCC(c1cccs1)N1CCOCC1)c1ccco1 (configuration not stated)	100	0.0	100	101	97	0	96	101
CCCc1nc(NCCCOCC)c2nnn(Cc3ccccc3)c2n1	101	0.0	99	98	103	8	95	106
Cc1ccc(S(=O)(=O)N(C)c2ccc(OCC(=O)OCC(=O)N(CC#N)c3ccccc3)cc2)cc1	104	0.1	98	102	105	-2	101	108
OC1c2cc(Br)ccc2N=C2CCCN21 (configuration not stated)	97	-0.4	105	101	89	-1	109	114
CC(=O)Nc1cc[n+](CC(=O)c2ccc(Cl)cc2)cc1	93	0.0	99	104	109	1	97	91
COc1ccc(C(=O)NC(=O)Nc2ncccc2C)cc1	.	-0.1	102	94	98	-5	94	98
COC(=O)CCCC1=CC2=C(c3ccccc3)C(=O)C(C)(OC(=O)C3CCCC3)C(=O)C2=CN1CC1CC1 (configuration not stated)	80	0.0	98	84	88	1	98	89
CCOC(=O)C1=C(C)Nc2nnnn2C1c1c[nH]c2ccccc12 (configuration not stated)	99	0.1	99	94	107	10	99	101
O=S(=O)(NCc1cc(-c2ccccc2Cl)no1)c1ccc(Cl)cc1	100	-0.1	100	105	100	1	108	107
Cc1cc(C)cc(NC(=O)C(OC(=O)c2cccs2)c2ccccc2)c1 (configuration not stated)	101	-0.1	101	106	88	6	97	109
CC(=O)OCCc1[nH]c2ccccc2c1C	67	0.1	92	77	108	7	105	85
C=C(C)C1CC=C(C)/C(=N/NC(=O)CNc2ccc(C)cc2C)C1 (configuration not stated)	80	-0.1	96	95	99	9	98	93
Cc1ccc(N2C(=O)c3cccc([N+](=O)[O-])c3C2=O)cc1C	92	0.1	99	102	96	5	113	100
COc1ccc(NC(=O)C2CCCN(S(=O)(=O)c3c(C)n[nH]c3C)C2)c(OC)c1 (configuration not stated)	86	-0.2	96	96	92	9	97	100
O=C(CSc1nnc(CNC(=O)c2cccs2)o1)Nc1ccc(Br)cc1	95	0.2	97	94	79	19	94	104
O=C(NCc1ccco1)c1cnc2n(c1=O)CCS2	106	-0.1	98	99	118	-1	103	104
CC(C)CCn1c(=O)c2ccccc2n2c(CCC(=O)NC3CCN(Cc4ccccc4)CC3)nnc12	97	-0.1	93	102	104	0	89	96
CC1CCCC(C)N1C(=O)COC(=O)c1ccc(O)cc1 (configuration not stated)	112	0.0	101	105	91	6	102	102
COc1ccc(C)cc1NC(=O)CSc1nnc(COc2ccc(C)cc2)n1Cc1ccco1	93	-0.1	95	105	104	7	109	103
COc1ccc(C(=O)NCc2ccncc2)cc1OC	104	-0.1	109	105	103	2	98	107
CCCCC(CC)CNC(=O)c1ccc2c(c1)OCO2 (configuration not stated)	92	0.1	98	95	98	10	114	106
CN(/N=C/c1ccc(-c2ccc([N+](=O)[O-])cc2)o1)c1ccccc1	101	-0.1	101	99	94	34	93	100
CC(C)C[C@H](NC(=O)c1nc[nH]c1C(=O)N1CCN(c2ccccc2)CC1)C(=O)OCc1ccccc1	88	0.1	100	89	97	1	105	95
O=C1/C(=C/c2cccs2)N=C(c2cccs2)N1Nc1ccccc1	90	-0.2	89	85	91	-9	86	85
Cc1ccc(-n2c(C)cc(/C=N/Nc3ccc([N+](=O)[O-])cn3)c2C)c(C)c1	101	0.1	103	106	99	5	103	101
CCCCC(OC(=O)c1ccco1)C(=O)NCc1ccc(C)cc1 (configuration not stated)	103	0.1	103	99	103	0	108	111
COc1ccc(NC(=O)Cn2c(=O)cnc3ccccc32)cc1S(=O)(=O)N1CCCCC1	95	0.0	88	97	91	5	101	94
Cn1cc(Br)c(C(=O)N2CCN(c3cccc(Cl)c3)CC2)n1	90	0.5	93	95	105	0	97	97
COc1ccc(CN2C(=O)c3ccc(C(=O)O)cc3C2=O)cc1	95	0.0	101	97	92	1	97	102
NS(=O)(=O)c1cccc(NC(=O)CSc2nc3ccccc3[nH]2)c1	115	0.1	95	102	83	4	107	98
CCC1CCCCN1CCCNC(=O)CN1C(=O)COc2ccc(S(=O)(=O)N3CCOCC3)cc21 (configuration not stated)	104	43*	99	106	112	0	102	115

Compound profiles, as listed above:
CCC1CCCCN1CCCNC(=O)CN1C(=O)COc2ccc(S(=O)(=O)N3CCOCC3)cc21 (configuration not stated) reads CIT2-GFP yeast: 104; Efflux pump inh: 43*; RPL19A-GFP yeast: 99; AGP1 TOR yeast: 106; CR mimetic SO: 112; AHR activator: 0; LAP4 TOR yeast: 102; MEP2 TOR yeast: 115
CCCCC(OC(=O)c1ccco1)C(=O)NCc1ccc(C)cc1 (configuration not stated) reads CIT2-GFP yeast: 103; Efflux pump inh: 0.1; RPL19A-GFP yeast: 103; AGP1 TOR yeast: 99; CR mimetic SO: 103; AHR activator: 0; LAP4 TOR yeast: 108; MEP2 TOR yeast: 111

(further entries)
Molecule	CIT2-GFP yeast	Efflux pump inh	RPL19A-GFP yeast	AGP1 TOR yeast	CR mimetic SO	AHR activator	LAP4 TOR yeast	MEP2 TOR yeast
COc1ccc2c(Cn3cnc4cc([N+](=O)[O-])ccc4c3=O)cc(=O)oc2c1	72	0.0	96	93	131	-1	105	100
COCCn1c(COc2cccc(OC)c2)nnc1SCC(=O)NC1CCCCC1	109	-0.1	103	111	99	0	103	102
CN(C)C(CNC(=S)Nc1ccccc1Cl)c1cccnc1 (configuration not stated)	104	0.0	107	101	103	4	93	107
Cc1ccc(S(=O)(=O)NNC(=O)c2sc(=S)n(C)c2C)cc1	105	0.0	104	98	92	1	88	94
COc1ccc(NC(=O)C2CCCN2C(=O)OC(C)(C)C)cc1 (configuration not stated)	108	0.1	105	104	93	1	104	105
O=C1NCCCC1C(=O)N/N=C/c1ccc([N+](=O)[O-])cc1 (configuration not stated)	99	-0.1	97	105	104	-2	104	101
COc1ccc(-c2cc(C(=O)NC(C)C)no2)cc1	102	0.5	102	103	89	2	114	111
O=C(NCc1cccnc1)c1c[nH]c2cc3c(cc2c1=O)OCCO3	97	0.1	97	100	93	-3	97	97
Cc1cc(Br)ccc1SCC(=O)OCC(=O)NCc1ccco1	94	0.0	96	98	116	1	104	114
CCOC(=O)c1sc(NC(=O)Cc2ccc(C)cc2)nc1C	103	0.0	104	93	88	-1	94	100
CC1CN(C2CCN(C(=O)c3ccccc3Cl)CC2)CC(C)O1 (configuration not stated)	105	-0.1	103	106	105	1	101	106
CC(C)NC(=O)c1cc2c(-c3ccc(Cl)cc3)nn(C)c2s1	89	0.1	90	89	97	59*	82	81
COC(=O)c1cc(NC(=O)Cc2cccs2)cc(C(=O)OC)c1	97	0.0	99	97	97	2	87	97
COc1cc2[nH]c(=O)n(CCCCCC(=O)NC3CCCC3)c(=O)c2cc1OC	102	-0.1	102	105	84	-2	91	100
O=C(c1ccco1)N1CCN(C(=O)C2CC(=O)N(c3ccccc3)C2)CC1 (configuration not stated)	99	0.1	101	96	99	1	89	103
CC1(C)CC(=O)c2sc(NS(=O)(=O)Cc3ccccc3)nc2C1	102	0.0	99	107	79	6	111	153
CCN(CC)C(=O)c1cc(-c2ccccc2OC)on1	89	-0.1	91	91	109	48*	110	94
Cc1cc(C)cc(NC(=O)CSc2nc3ccncc3[nH]2)c1	95	-0.1	100	101	107	22	102	97
Cc1cc(C)nc(SCC(=O)N/N=C/c2cccs2)n1	118	0.0	105	97	94	30	89	87
COc1cccc(C(=O)N/N=C(/CCC(=O)O)c2ccccc2)c1	100	0.0	102	95	87	22	84	94
CCOc1ccc2nc(NC(=O)CSc3nnc(-c4ccncc4)n3CC3CCCO3)sc2c1 (configuration not stated)	103	-0.2	102	.	95	16	95	98
Cc1ccc(CC2C(=O)N(c3ccc(F)cc3)C(=O)C2C)cc1 (configuration not stated)	101	0.3	103	95	109	-1	86	103
COc1ccc(NC(=O)CCN2CCN(Cc3ccccc3)CC2)c(OC)c1	109	0.0	103	97	91	-1	92	101
